# Compound activity from PubChem.
# CAL PDZ FP-1 = inhibitors of human CAL PDZ peptide binding; Q9HD26; purified CAL PDZ, TMR-peptide fluorescence polarization, 1 h; inhibition, % at 20 µM; hit rate 0.02% among 330,000; AID 504414;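 active = highest replicate inhibition of at least 40%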;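 also: plate controls were DMSO neutral control wells for no effect and unlabeled competitor peptide control wells for full effect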
#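 Test system: purified CerCALP PDZ construct; Compound dosing: one concentration, 20 µM compound; Also added: TMR-labelled reporter peptide T*-PRC34 bound in PDZ groove; Read-out: inhibition from polarization loss; Controls: unlabelled peptide and DMSO controls; Signal: FP readout, S and P plane fluorescence; Incubation: 1 h at RT.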
# MITF act = activators of MITF-driven TRPM1 promoter activity in SK-MEL-5 cells; SK-MEL-5 TRPM1-promoter luciferase, 24 h; % of positive control, neutral wells = 0; activation, % at 12.5 µM; hit rate 0.75% among 300,000;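 active = mean activation of at least 80% with every replicate also reaching 80%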;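 also: 0% = neutral control wells and 100% = parthenolide positive control wells; values of inactives mirror those of a sister screen read the other way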
# SR-BI uptake up = SR-BI HDL lipid transfer activation. CHO ldlA[mSR-BI] cells, DiI-HDL uptake fluorescence, 3 h; 100 = double the neutral-control signal. activation, % at 12.5 µM. hit rate 0.096% among 320,000;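 active = mean replicate activation of at least 60% and every replicate at or above 60%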;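 also: 0% = median plate neutral-control signal and 100% = twice that signal; values of inactives mirror those of a sister screen read the other way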
#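 Test system: SR-BI-overexpressing, LDLR-lacking CHO cells. Measured by: DiI fluorescence, bottom read. Medium: Ham's F12 with 0.5% BSA, HEPES 25 mM, pH 7.4. Timing: 3 h uptake period with compound, 37 °C.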
# AddAB inh = less growth of phage-infected E. coli with AddAB; inhibition, % at 11.9 µM; AID 435030; E. coli expressing H. pylori AddAB, absorbance growth; hit rate 0.29% among 330,000; in the data active = inhibition above about 12%;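 also: 0% = vehicle wells of infected cells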
# CAL PDZ FP-2 = blocks peptide binding to the human CAL PDZ domain; Q9HD26; purified CAL PDZ, TMR-peptide fluorescence polarization, 1 h; inhibition, % at 24.9 µM; hit rate 0.92% among 300,000; AID 602252;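 active = mean inhibition of at least 30% with at least half of replicates also reaching 30%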;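 also: 0% = DMSO neutral control and 100% = excess unlabeled competitor peptide PRC23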
# Tat transport = inhibitors of E. coli Tat protein transport. inhibition, % at 10 µM. hit rate 0.036% among 340,000. AID 488895. E. coli MC4100 TorA-mCherry Tat export, fluorescence;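 active = mean replicate inhibition at least 50% and at least half of replicates individually reaching 50%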;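 also: exported cargo escapes ClpAP degradation while cytoplasmic cargo is degraded and loses fluorescence; 0% = median of neutral control wells and 100% = median of NaSCN control wells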
# Ecoli viability = bacterial growth inhibition, counter-screen for AddAB inhibitors. E. coli V3065 growth, OD600 absorbance, 18 h. inhibition, % at 11.9 µM. hit rate 0.27% among 330,000. AID 449728;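 active = inhibition above the campaign's mean inhibition across all tested compounds plus 3 SD, cut at about 9.9% in these data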;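 also: uninfected addAB+ strain grown without phage in ampicillin broth; 0% = DMSO wells and 100% = ciprofloxacin 0.95 µg/ml wells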
# SR-BI HDL uptake = inhibitors of mouse SR-BI mediated HDL lipid uptake; Q61009; ldlA[mSR-BI] CHO cells, DiI-HDL uptake fluorescence, 3 h; inhibition, % at 12.5 µM; hit rate 0.96% among 320,000;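 active = mean replicate inhibition of at least 70% and a set share of replicates each scoring 70 or more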;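 also: 0% = median of neutral control wells and 100% = median of positive control wells; values of inactives mirror those of a sister screen read the other way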
# Target sequence (Q61009 whole entry, looked up): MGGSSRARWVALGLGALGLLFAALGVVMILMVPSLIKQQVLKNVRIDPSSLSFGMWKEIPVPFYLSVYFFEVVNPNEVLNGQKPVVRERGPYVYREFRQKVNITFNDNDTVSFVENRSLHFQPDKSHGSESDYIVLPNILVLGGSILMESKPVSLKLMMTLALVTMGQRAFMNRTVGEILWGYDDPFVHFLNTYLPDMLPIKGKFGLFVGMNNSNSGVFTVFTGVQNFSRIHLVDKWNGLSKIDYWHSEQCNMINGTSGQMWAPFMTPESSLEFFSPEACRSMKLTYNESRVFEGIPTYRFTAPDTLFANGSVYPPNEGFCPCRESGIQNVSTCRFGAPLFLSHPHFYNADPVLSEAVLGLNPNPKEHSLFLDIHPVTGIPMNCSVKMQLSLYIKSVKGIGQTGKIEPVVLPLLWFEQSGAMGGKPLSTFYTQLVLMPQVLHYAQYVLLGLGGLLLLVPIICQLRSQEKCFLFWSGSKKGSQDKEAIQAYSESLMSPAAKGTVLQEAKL
# phage Ecoli inh = E. coli growth loss with phage present | growth absorbance | inhibition, % at 11.9 µM | hit rate 0.26% among 360,000; in the data active = inhibition above about 11%
# Wnt bcat act = Wnt/beta-catenin pathway activation; Wnt/beta-catenin reporter cell assay, activator, plate reader; activation, % at 9.35 µM; hit rate 1.2% among 300,000; AID 743398; in the data active = activation above about 30%, passing the limit was not always enough;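 also: 0% = neutral control wells and 100% = positive control wells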
# Starred values were filed as active, the others as inactive; / = no result given; & = joins results of further samples.
SMILES,CAL PDZ FP-1,MITF act,SR-BI uptake up,AddAB inh,CAL PDZ FP-2,Tat transport,Ecoli viability,SR-BI HDL uptake,phage Ecoli inh,Wnt bcat act
O/N=C/c1cccc[n+]1CCCCCC[n+]1ccccc1/C=N/O,-1.1,7,33,/,19,-5,/,-33,0.8,0
O=C(NCCc1ccccc1)C(=O)NCC1OCCN1S(=O)(=O)c1ccc(F)cc1 (centres undefined),-1.3,/,0,-0.6,/,-3,1.7,0,2.8,-1
COc1ccc(C(=O)Oc2cc(C)[nH]c(=O)c2[N+](=O)[O-])cc1,-0.8,/,24,0.3,/,-6,-1.5,-24,1.3,-1
CCOc1ccccc1NC(=O)C1CCC(=O)N1S(=O)(=O)c1ccc(C)cc1 (centres undefined),-0.8,-2,24,/,-5,-1,/,-24,3.6,-1
C=CCNC(=O)C1CC(=O)N(c2ccc(OCC(=O)Nc3ccc(CC)cc3)cc2)C1 (centres undefined),-1.5,-10,-20,0.4,-3,-9,-1.4,20,0.1,1
COC(=O)c1ccc(NC(=O)Nc2ccc([N+](=O)[O-])cc2)cc1,-1.8,/,5,10,-5,13,9.2,-5,14*,-3
CC(C)(C)c1ccc(CSc2ccc(S(=O)(=O)N3CCOCC3)cn2)cc1,0.0,4,2,2.5,-4,-1,1.4,-2,-1.0,-3
CCC(=O)N1CCN(c2ccc(Cl)cc2NC(=O)c2ccc3c(c2)OCCO3)CC1,-2.3,/,-41,-1.0,-5,-2,-1.4,41,0.8,-2
CC1(C)Cc2ccccc2C(C(Cc2ccccc2)C(N)=O)=N1 (centres undefined),-8.4,0,10,1.4,-2,-2,0.2,-9,2.1,-5
CCOc1ccc(C(=O)Nc2nc3ccccc3[nH]2)cc1OCC,-7.5,24,-81,-1.4,0,-3,-1.1,81*,2.5,5
Cc1ccc(S(=O)(=O)N2CCCCC2CCNC(=O)C(=O)NCc2ccco2)cc1 (centres undefined),-0.5,-34,-7,-1.3,-9,3,-0.8,7,3.2,-3
COc1cccc(Nc2nnc(SCC(=O)N(CC(C)C)CC(C)C)s2)c1,0.3,1,-67,2.6,-2,-3,-0.8,67,2.0,/
CCCCC(=O)Oc1c(S(=O)(=O)c2ccc(C)cc2)c(C)nn1C(C)(C)C,0.9,/,-10,-3.9,2,9,-2.3,10,-0.2,-1
Cn1cc(C(=O)N/N=C/c2ccc(Br)c([N+](=O)[O-])c2)c2ccccc21,/,/,/,4.5,/,/,2.6,/,2.9,-1
COc1ccc(Cn2c(=S)[nH]c3cc(C(=O)N4CCCCC4)ccc3c2=O)cc1,-0.7,-14,7,5.0,-7,-5,2.5,-7,0.6,4
CCCCN(C(=O)CSc1nnc(-c2ccccc2OC)n1C)c1c(N)n(Cc2ccccc2)c(=O)[nH]c1=O,-2.2,-16,24,5.4,-2,6,0.6,-24,3.3,-1
CC1=C(C(=O)Nc2ccccc2)C(c2ccc(C)o2)n2ncnc2N1 (centres undefined),-0.7,-5,5,0.6,1,4,1.4,-5,1.5,1
CCN1C/C(=C\c2cc(OC)c(OC)c(OC)c2)C2=NN(c3ccccc3)C(c3cc(OC)c(OC)c(OC)c3)C2C1 (centres undefined),-0.1,-26,-10,/,0,-6,/,10,1.9,4
Nc1c(C(=O)O)sc2nc(-c3ccc(F)cc3)cc(-c3ccccc3)c12,-2.4,0,/,0.8,1,11,-0.2,/,1.2,2
COc1ccc(CC(=O)N2CC(=O)N(CCc3ccccc3)C(=O)C2)cc1,-1.0,-4,-7,3.4,-2,5,-1.0,7,2.4,/
COC(=O)Cc1ccc(NC(=S)NCc2ccc(OC)cc2)cc1,-1.3,17,-12,2.0,1,6,1.0,12,0.9,-2
CSc1ccccc1C(=O)Nc1nc2ccccc2c(=O)[nH]1,-4.1,60,-6,4.7,0,-8,0.0,6,3.9,8
COc1ccc2ccccc2c1CNC(=O)CC1C(=O)NCCN1CC(C)C (centres undefined),0.2,-1,/,-1.4,0,-5,-3.0,/,2.1,0
Cc1[nH]c(-c2ccccn2)nc(=S)c1Cl,0.6,/,3,6.6,-5,-1,-1.3,-3,-2.2,-1
CSc1ccc(COC(=O)CCS(=O)(=O)c2ccc(C)cc2)cc1,-1.9,-1,23,4.4,-2,1,1.6,-23,4.3,1
CCN(Cc1ccncc1)S(=O)(=O)c1ccc(C(C)=O)cc1,-1.1,-24,17,4.1,/,-12,-0.6,-17,2.7,/
COc1ccc(S(=O)(=O)N2CCC(C(N)=O)CC2)cc1C(=O)N1CCCCCC1,-0.3,1,/,0.8,/,7,-0.4,/,-0.7,1
CCOC(=O)C1=C(C)NC(C)=C(C(=O)OCC)C1C(=O)OC1CCOC1=O (centres undefined),0.1,6&3,10&14,1.8,-1&-3,-8&2,1.5,-10&-14,2.1&3.9,8
NC(=O)CC(NC(=O)Cc1ccc(Br)cc1)c1ccc(NCCN2CCCC2)c([N+](=O)[O-])c1 (centres undefined),-1.2,9,10,2.9,-3,-5,-3.6,-10,1.7,2
O=C(Cn1ccc2ccccc2c1=O)Nc1ccc2c(c1)OCO2,-3.9,7,0,0.1,0,1,1.1,0,3.6,0
CC(C)N1CCN(Cc2cccn2-c2nccs2)CC1CCO (centres undefined),0.0,-6,14,1.5,-2,3,-1.8,-14,2.4,-12
CCOc1ccc(-c2nnc3ccc(SCC(=O)Nc4nc5ccc(C)cc5s4)nn23)cc1,-0.6,-8,-47,4.5,0,-2,0.0,47,3.0,-5
O=c1cc(-c2ccccc2)ss1,-1.1,1,7,/,/,0,/,-7,0.4,11
COc1ccccc1NC(=S)NNC(=O)c1cc(C)n(C)n1,-0.4,1,26,-0.4,-1,-2,-0.8,-26,0.9,-4
CC1Cc2ccccc2N1C(=O)COC(=O)c1ccc([N+](=O)[O-])o1 (centres undefined),-1.0,-16,1,3.5,-8,-8,0.8,-1,4.8,-3
O=c1cc(-c2ccccc2)[nH]n1-c1ccccc1,0.9,-1,-28,/,0,-2,/,28,2.1,-3
Cc1ccc(C)c(NC(=O)CSc2ccc(-c3ccco3)nn2)c1,-0.7,7,4,5.1,-3,5,0.9,-4,3.9,-1
COc1ccc(N2CCN(C(=O)c3ccc(NC(=O)C4=CSCCO4)cc3)CC2)cc1,-1.7,4,-13,2.2,-2,-6,-2.2,13,/,/
Cc1ccc2cccc(S(=O)(=O)N3CCCc4ccccc43)c2n1,-1.0,0,-12,-0.4,/,3,0.3,12,3.3,0
CC(/C=N/NC(=O)Cn1nnc(N)n1)=C\c1ccc(C(C)C)cc1,-1.2,/,1,0.0,/,-7,-0.8,-1,3.4,1
CC(Oc1ccc2c(c1)oc(=O)c1ccccc12)C(=O)NCCN1CCOCC1 (centres undefined),-0.8,5,-24,-1.3,2,-1,0.1,24,1.0,-1
COn1c(-c2ccccc2)nc2c1CCc1nonc1-2,0.0,-1,8,3.7,3,1,-1.8,-8,/,/
Cc1ccc(S(=O)(=O)c2nc(C)oc2N2CCOCC2)cc1,-0.1,-8,23,2.6,-1,0,3.4,-23,0.8,-1
COc1cccc(C(=O)Oc2c(CN3CCOCC3)cc(Cl)c3cccnc23)c1,0.1,-66,-8,-1.5,-1,14,0.1,8,-1.8,/
CCOC(=O)C(C(=O)Nc1cccc(C)n1)C1CCCCC1 (centres undefined),-4.2,/,3,1.4,-1,-14,0.3,-3,2.6,-5
CCN(CC(=O)Nc1ccc(NC(C)=O)cc1)C(=O)CSc1nnc(-c2ccco2)n1CC,-2.0,1,21,0.2,-1,3,0.7,-21,2.0,-1
NC(=O)COc1ccc(NC(=O)CC23CC4CC(CC(C4)C2)C3)cc1,-1.4,4,35,4.3,-4,-15,0.5,-35,-0.2,-1
Cn1nnnc1SCc1nc2scc(-c3ccccc3)c2c(=O)[nH]1,-2.5,2,/,-1.4,-3,20,-1.6,/,-0.3,10
CCCn1c(SCC(=O)N2CCN(C(C)=O)CC2)nc2sc3c(c2c1=O)CCC3,-6.6,-3,-11,-1.2,1,15,-0.6,11,-0.2,3
CC(Sc1nc2c(c(=O)n(C)c(=O)n2C)n1Cc1cc2c(cc1Cl)OCO2)C(=O)O (centres undefined),-1.8,/,32,1.6,1,0,0.0,-32,1.1,0

# Continuation:
SMILES,CAL PDZ FP-1,MITF act,SR-BI uptake up,AddAB inh,CAL PDZ FP-2,Tat transport,Ecoli viability,SR-BI HDL uptake,phage Ecoli inh,Wnt bcat act
O=c1[nH]cnc(CN2CCCCC2)c1O,0.5,0,22,/,7,-3,/,-22,0.4,-2
CNc1snc(C)c1C(=O)OCC(=O)N(C)c1ccccc1,0.6,0,20,0.1,/,3,-0.3,-20,2.6,-4
COc1cc(=O)n(C)c2cc(N(C)C)ccc12,-1.1,8,11,0.6,0,-12,2.6,-11,2.5,/
Cc1cc(C)cc(NC(=O)CN2CCN(C(=O)c3cccs3)CC2)c1,1.2,-8,-3,-0.8,-3,-9,-1.4,3,2.8,0
CC1(C)CC(=O)c2c(O)cc(OCC(=O)NCCc3ccc(S(N)(=O)=O)cc3)cc2O1,0.6,0,-11,2.9,0,3,0.0,11,-0.7,-1
O=S(=O)(Cc1ccccc1)N1CCCCCC1,0.0,-4,22,-0.6,/,-9,0.5,-22,3.8,/
COC(=O)c1ccc(C)c(NS(=O)(=O)c2cn(C)nc2C)c1,-1.4,-1,4,-0.9,-1,5,-0.2,-4,0.7,-2
COc1ccc(C2CC(=O)c3c(C)nc(N4CCN(c5ccccc5)CC4)nc3C2)cc1 (centres undefined),-0.8,/,-18,-1.2,38*,-6,-0.6,18,3.4,1
COc1cccc(C(=O)N(Cc2cc3cc(C)ccc3[nH]c2=O)C(C)C)c1,-1.5,-5,4,1.8,-1,-2,0.4,-4,2.4,-2
COc1cccc(O[C@@H]2O[C@@H]3COC(C)(C)O[C@H]3[C@H](O)[C@H]2NC(C)=O)c1,0.2,5,23,1.1,-6,3,2.5,-23,0.5,-2
C/C(=N\N1CCN(C)CC1)c1ccc(OC(F)F)cc1,0.2,8,5,2.5,3,-6,2.9,-5,0.8,0
Cc1cccc(-n2nc(C)cc2N)c1,/,-1,7,1.8,-3,11,-1.5,-7,0.2,/
Cc1ccccc1-c1nnc(-c2ccccc2)o1,-1.8,41,12,2.4,-14,-4,1.6,-12,3.4,/

# Only CAL PDZ FP-1, for four of the compounds above:
Structure	CAL PDZ FP-1
O=c1[nH]cnc(CN2CCCCC2)c1O	0.5
CNc1snc(C)c1C(=O)OCC(=O)N(C)c1ccccc1	0.6
COc1cc(=O)n(C)c2cc(N(C)C)ccc12	-1.1
Cc1cc(C)cc(NC(=O)CN2CCN(C(=O)c3cccs3)CC2)c1	1.2
